# ARNT TACC3 PPI: disruptors of ARNT/TACC3 protein interaction, primary screen, biochemical, AlphaScreen, single concentration | AlphaScreen His-ARNT PAS-B/GST-TACC3 binding, luminescence; TACC3 fragment carries E629A point mutation | inhibition, % at 9.99 µM | 0.66% of 390,000 active | AID 623870, 2012;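 active = mean inhibition of replicates at least 50% and at least half of replicates each reaching 50%; inconclusive = half or more replicates reach 50% but mean below 50%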;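 note: 0% = complete ARNT plus TACC3 wells and 100% = ARNT alone without TACC3; many hits fall short of the cut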
# EWS-Fli block: EWS/Fli-driven NR0B1 reporter inhibitors, primary screen, A673 cells, NR0B1 luciferase, luminescence, MLPCN library; viability-normalised; inhibition, % at 12.6 µM; 0.67% of 350,000 active; AID 651661, 2012;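 active = mean inhibition of at least 50% after viability correction, with every replicate also passing that limit; inconclusive = mean reaches 50% but only one of two replicates passes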;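 note: firefly luciferase signal divided by Alamar Blue viability fluorescence both relative to DMSO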
# SIRT5 block: SIRT5 desuccinylase inhibitors, primary screen, biochemical, fluorescence imaging, single point, set 5 | inhibition, % at 15 µM | 1.1% of 330,000 active | Purified SirT5, succinyl-peptide AMC, trypsin-coupled fluorescence; in the data active = inhibition above about 15%; inconclusive = no clear call, values can overlap the other calls
# Target sequence (Q9NXA8 whole entry, looked up): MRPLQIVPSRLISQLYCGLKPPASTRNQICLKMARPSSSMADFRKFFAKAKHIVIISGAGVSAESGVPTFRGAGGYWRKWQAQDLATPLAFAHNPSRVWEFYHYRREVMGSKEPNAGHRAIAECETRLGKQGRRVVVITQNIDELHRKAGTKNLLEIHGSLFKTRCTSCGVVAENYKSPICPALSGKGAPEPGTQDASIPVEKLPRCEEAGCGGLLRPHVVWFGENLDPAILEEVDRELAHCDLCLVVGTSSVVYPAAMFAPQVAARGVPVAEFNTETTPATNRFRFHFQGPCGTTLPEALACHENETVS
# LGR2 antag: inhibitors of bursicon-induced LGR2 CRE-luciferase signal, primary screen, cell-based, HEK293, CRE-luciferase reporter, bursicon stimulation. bursicon-stimulated, 4 h. inhibition, % at 9.99 µM. 0.35% of 380,000 active. AID 720647, 2013;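 active = drop in luminescence signal, shown as inhibition above about 50% in the replicate tests, limit read from the data, passing the limit was not always enough; inconclusive = probably only some replicates passing the limit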;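 note: agonist challenge used bursicon conditioned medium at about half maximal strength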
# DENV2 CPE: inhibitors of DENV2 cytopathic effect, primary screen, cell-based, plate reader, single concentration; 1.7% of 350,000 active; DENV2-infected cells, cytopathic effect rescue; CPE inhibition, % at 9.99 µM; AID 651640, 2012; in the data active = CPE inhibition above about 20%, passing the limit was not always enough; inconclusive = no clear call, values can overlap the other calls; tested in BHK-21 cells;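 note: 0% = median of neutral control wells and 100% = median of positive control wells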
# CASP6 VEID inh: human caspase-6 inhibitors, primary screen, biochemical, VEID-R110 fluorescence, single point, set 2; P55212; inhibition, % at 12.5 µM; 0.53% of 350,000 active; purified caspase-6, Z-VEID-R110 cleavage fluorescence;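 active = mean inhibition across replicates at least about 35%, with every replicate also reaching that limit, limit read from the data; inconclusive = only one of the two criteria met; inactive = neither criterion met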;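 note: 0% = median of neutral control wells and 100% = no fluorescence left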
# Target sequence (P55212 24-179 limits assumed): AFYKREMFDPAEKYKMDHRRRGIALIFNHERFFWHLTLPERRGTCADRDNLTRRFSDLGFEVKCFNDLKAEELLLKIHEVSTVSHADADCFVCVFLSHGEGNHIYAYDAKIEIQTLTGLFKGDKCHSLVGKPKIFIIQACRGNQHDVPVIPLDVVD
# Target sequence (P55212 194-293 limits assumed): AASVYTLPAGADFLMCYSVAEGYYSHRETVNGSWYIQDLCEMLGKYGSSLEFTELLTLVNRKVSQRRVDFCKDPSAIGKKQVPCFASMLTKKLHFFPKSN
# PAX8 inh HTS: inhibitors of PAX8-driven TPO luciferase reporter, primary screen, RMG-I cells, single concentration; SteadyGlo, 24 h; inhibition, % at 12.6 µM; 1.2% of 360,000 active; AID 652154, 2013;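 active = mean replicate inhibition at least 60% with every replicate also reaching 60%; inconclusive = only one of the two criteria is met; inactive = mean below 60% and not all replicates reaching 60%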;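 note: luciferase light reporting Pax8 driven TPO promoter activity; plate controls were median of neutral control wells for no effect and mitoxantrone controls for full effect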
# Numbers without * were called inactive; ? = inconclusive; . = no result given; & = joins results of further samples. Outcome played no part in choosing rows, and some 4.9% of all compounds hit somewhere here.
SMILES	PAX8 inh HTS	SIRT5 block	CASP6 VEID inh	DENV2 CPE	ARNT TACC3 PPI	EWS-Fli block	LGR2 antag
O=C(C1=C(O)C(=O)N(CCN2CCOCC2)C1c1cccs1)c1cc2ccccc2o1 (configuration not stated)	12	-7	-3	-9	7	-5	-5
O=C(CCC1CCCN(c2ncccn2)C1)NCc1ccccc1F (configuration not stated)	13	0	5	-5	-6	-2	20
C[C@@H]1CN([C@H](C)CO)C(=O)Cc2cc(NC(=O)Cn3cnnn3)ccc2O[C@H]1CN(C)CC1CCCCC1	-7	1	-6	-7	-2	-3	4
C[C@@H]1CN([C@@H](C)CO)C(=O)Cc2cc(NC(=O)NC3CCCCC3)ccc2O[C@@H]1CN(C)C(=O)Nc1ccc2c(c1)OCO2	7	6	0	-4	5	-2	-11
CCc1nnc(NS(=O)(=O)c2ccc(NC(=S)NC(=O)/C=C/c3ccc([N+](=O)[O-])cc3)cc2)s1	-20	3	3	3	-3	-7	6
COC(=O)[C@]12C[C@H](CC(=O)NCc3cccc4ccccc34)C(=O)N(Cc3ccccc3)C1=C[C@H](C1CCCC1)O[C@@H]2C	1	.	-1	-4	.	2	6
Cc1c(C(=O)N2CCc3ccccc3C2)oc2ccc(S(=O)(=O)N3CCCCCC3)cc12	18	-3	0	0	-15	14	32
Cc1ccc(S(=O)(=O)N2CCN(C(=O)CCC(=O)NCc3cccc(C(F)(F)F)c3)CC2)cc1	1	-3	-2	6	2	5	-10
CCn1c(SCc2nnc(-c3ccccc3)o2)nnc1-c1ccc(S(=O)(=O)N2CCCC2)cc1	.	-1	1	.	2	.	11
C[C@H]1CN([C@@H](C)CO)C(=O)c2cc(-c3ccc(C#N)cc3)cnc2O[C@H]1CN(C)C(=O)CN(C)C	.	9	0	-4	15	-6	0
CCOC(=O)C1=NOC(CN(c2ccccc2)S(=O)(=O)c2ccc(Cl)cc2)C1 (configuration not stated)	-1	2	3	-3	.	-4	-11
CC(C)c1ccc(C(=O)N2CCCN(C(=O)c3ccc(C(C)C)cc3)CC2)cc1	5	.	.	.	-16	.	-1
CSc1nnc(-c2cnccn2)n1C	.	-2	-1	14	3	9	-4
O=C(C[C@@H]1CC[C@H](NS(=O)(=O)c2ccccc2)[C@H](CO)O1)N1CCc2ccccc2C1	0	0	-2	-2	4	0	0
CCN(N=O)c1ccc(C=C2C=Cc3ccccc32)cc1	-189	-6	1	-7	5	-9	-32
Cc1[nH]c(=O)[nH]c(=O)c1CSCC(=O)OCC(=O)c1ccc(Br)cc1	24	3	-8	-2	-9	7	10
OC[C@@H]1[C@H](c2ccc(-c3cccc(F)c3)cc2)[C@@H]2CN(CCC(F)(F)F)CCCCN12	13	0	-5	41*	-1	11	-9
O=C(Nc1ccc(F)cc1)N1[C@H](CO)[C@@H]2c3ccccc3NC[C@@H]21	-19	4	0	-8	-11	-17	-14
C/C=C/c1ccc([C@H]2[C@@H](CO)N(C(C)=O)[C@H]2CN(CCOC)C(C)=O)cc1	.	.	-4	5	.	-5	5
CC(=O)Nc1ccc(S(=O)(=O)NCCCN2CCN(Cc3ccccc3)CC2)cc1Cl	-14	-1	-2	-2	-2	1	21

# Next section:
SMILES	PAX8 inh HTS	SIRT5 block	CASP6 VEID inh	DENV2 CPE	ARNT TACC3 PPI	EWS-Fli block	LGR2 antag
Cc1ccc(-n2c3c(cc(C(=O)NCC(=O)c4ccccc4)c2=O)C(=O)CCC3)cc1	7	-2	1	5	-2	.	22
Cc1cccc(C(CC(=O)NCc2ccco2)c2ccccc2)c1O (configuration not stated)	6	-5	1	-4	-2	7	.
Cc1nc(C(F)(F)F)ccc1C(=O)N1CCC1(C)C(=O)NS(=O)(=O)c1ccc(Cl)cc1 (configuration not stated)	-2	6	-1	8	.	-5	20
CN(CC(=O)NCc1ccccc1Cl)CC(=O)Nc1cccc(F)c1	21	-3	-1	12	1	10	-1
O=Nc1ccc(NO)c2ccccc12	6	-3	11	18	.	-19	-18
O=C(CO)N/N=C/c1c2ccccc2cc2ccccc12	-10	-4	5	4	-18	14	-14
Cc1cccc(C)c1C(=NCCCN(C)C)c1ccccc1	2	.	.	.	-2	.	-8
Cc1ccc(S(=O)(=O)N(C)C[C@H]2OCCCC[C@H](C)Oc3ccc(NC(=O)C4CCCCC4)cc3C(=O)N([C@@H](C)CO)C[C@@H]2C)cc1	-5	.	.	6	-7	16	-21
Cc1ccc(S(=O)(=O)N(C)C[C@H]2Oc3ccc(N(C)C)cc3C(=O)N([C@@H](C)CO)C[C@@H]2C)cc1	6	-2	-2	3	-4	.	10
Cc1cc(SCC(=O)OC(C)C(=O)N(C)c2ccccc2)nc2ccccc12 (configuration not stated)	6	-3	-1	-4	-6	4	-5
COc1cc(CNC(=O)c2cc3ccccc3oc2=O)cc(OC)c1OC	22	-3	-1	2	0	2	-3
O=C(NCCOCCNC(=O)OCc1ccccc1)OCc1ccccc1	17	-5	-5	2	-10	0	4
COc1ccc(C2=Nc3ccccc3N(C(=O)c3cccnc3)C2C(=O)NC2CCCC2)cc1 (configuration not stated)	-6	.	-5	-12	.	-13	-31
Nc1nnc(CC(=O)N/N=C/c2ccc(-c3ccc(F)cc3)o2)s1	-9	1	-2	-4	.	-16	8
Fc1cccc(Cl)c1CSc1nnc(COc2cccc3cccnc23)o1	.	1	3	-2	-3	-12	7
CCCC(=O)Nc1ccc2c(c1)C(=O)N(C)[C@@H]1CC[C@H](CC(=O)OC)O[C@@H]1CO2	3	.	.	6	-5	-2	-3
O=C(Nc1cccc(NC(=O)c2cccs2)c1)c1ccc([N+](=O)[O-])o1	101*	-2	10	0	-1	14	18
CCCNC(=O)C[C@H]1CC[C@@H]2[C@@H](COc3ccc(NC(=O)c4cccs4)cc3C(=O)N2C)O1	2	-1	0	-13	10	-5	0
C[C@H](CO)N1C[C@H](C)[C@H](CN(C)C(=O)Nc2ccc3c(c2)OCO3)Oc2ccc(NC(=O)C3CC3)cc2CC1=O	-17	-2	3	-7	0	-1	2
C[C@@H]1CN([C@H](C)CO)C(=O)CCCn2nncc2CO[C@H]1CN(C)C(=O)Nc1cccc2ccccc12	0&9	76*	10&-1	-13&-8	-5	6&-12	?

# Further compounds follow:
SMILES	PAX8 inh HTS	SIRT5 block	CASP6 VEID inh	DENV2 CPE	ARNT TACC3 PPI	EWS-Fli block	LGR2 antag
Cc1sc2nc(CSCC(=O)N(C)c3ccccc3)[nH]c(=O)c2c1C	14	-7	4	.	2	0	0
COc1cccc(OC)c1OCC(O)CN1CCN(c2ccc(F)cc2)CC1 (configuration not stated)	-2	-2	1	-5	-7	-17	-1
CCOC(=O)c1cc(C(=O)NC(C)c2ccccc2)c(=O)[nH]c1C (configuration not stated)	5	-1	-1	-7	-5	3	-5
CN1C(=O)c2cc(NC(=O)C3CCOCC3)ccc2OC[C@H]2O[C@@H](CC(=O)NC3CCCC3)CC[C@@H]21	-19	-3	0	9	-11	-3	1
CCN1C(=O)C2(C(C#N)=C(N)Oc3c2c(C)nn3-c2ccccc2)c2ccccc21 (configuration not stated)	.	-1	2	4	-6	47	16
O=C(CSc1nnc(-c2ccncc2)o1)Nc1cc(Cl)ccc1C(=O)O	2	.	0	39*	-3	-5	21
C[C@H](CO)N1C[C@H](C)[C@@H](CN(C)Cc2ccc(C(F)(F)F)cc2)Oc2ccc(NC(=O)Nc3ccc(C(F)(F)F)cc3)cc2CC1=O	57	3	0	-27	14	9	9
COc1cccc(CN2CCNC(=O)C2CC(=O)NCCN2CCCCC2=O)c1 (configuration not stated)	9	-2	-2	15	0	-5	4
CC1(C)OCC(N)(CO)CO1	.	6	2	-3	.	-4	-11
CN(C)C1=NC[C@H](Cc2ccccc2)N1CCc1ccc(F)cc1	9	-2	-7	1	-3	1	-3
CC1CC(=O)N(c2ccc(C(C)C)cc2)C(=O)C1	-33	-5	-6	0	-16	-3	-4
Cc1cccc(S(=O)Cc2ccc(C(=O)N3CCOCC3)o2)c1 (configuration not stated)	-8	-1	1	-2	2	.	-7
OC[C@@H]1CN(Cc2cccc(C(F)(F)F)c2)C[C@H](n2cnc3c(NCc4ccc(F)cc4)ncnc32)O1	36	2	-4	-4	.	7	7
Cc1ccccc1C(=O)NCCNC(=O)c1ccco1	-1	-4	2	-1	-4	5	7
C/C=C/c1ccc([C@H]2[C@H](CO)N(C(C)=O)C23CN(C(=O)c2ccncc2)C3)cc1	-2	9	2	4	.	0	-2
COc1ccc(S(=O)(=O)NCC(c2cccnc2)N2CCN(Cc3ccccc3)CC2)cc1C (configuration not stated)	18	1	-28	-5	12	0	7
CCOC(=O)Oc1ccc2c(=O)c(Oc3cccc(C)c3)coc2c1	.	2	1	-1	-1	0	-43
CC(C)(C)c1ccc(CC(=O)N2CCC2(C)C(=O)NCc2cccs2)cc1 (configuration not stated)	21	-1	1	-6	.	-3	8
Cc1ccc(C(=O)N/C(=C\c2ccco2)C(=O)N2CCCCC2)cc1	1	0	8	1	6	0	-1
CS(=O)(=O)c1ccc(Cl)c(NC(=O)CCNC(=O)c2ccco2)c1	8	-3	3	-2	-5	4	10

# Retrieved by compound from the entries so far, 2 records:
SMILES	PAX8 inh HTS	SIRT5 block	CASP6 VEID inh	DENV2 CPE	ARNT TACC3 PPI	EWS-Fli block	LGR2 antag
CCN1C(=O)C2(C(C#N)=C(N)Oc3c2c(C)nn3-c2ccccc2)c2ccccc21 (configuration not stated)	.	-1	2	4	-6	47	16
C[C@H](CO)N1C[C@H](C)[C@@H](CN(C)Cc2ccc(C(F)(F)F)cc2)Oc2ccc(NC(=O)Nc3ccc(C(F)(F)F)cc3)cc2CC1=O	57	3	0	-27	14	9	9

# (continued)
SMILES	PAX8 inh HTS	SIRT5 block	CASP6 VEID inh	DENV2 CPE	ARNT TACC3 PPI	EWS-Fli block	LGR2 antag
O=C(NCCc1ccccn1)c1cc(-c2ccccc2Cl)nc2ccccc12	-8	.	.	.	-6	.	5
CCOC(=O)C1(C)CCCN(C(=O)c2ccc(F)cc2Cl)C1 (configuration not stated)	-2	1	-4	-6	.	-5	-10
Cc1ccc(S(=O)(=O)N(C)C[C@H]2OCCCC[C@@H](C)Oc3ccc(NC(=O)Nc4ccc(C(F)(F)F)cc4)cc3C(=O)N([C@H](C)CO)C[C@@H]2C)cc1	53	0	0	67*	3	29	0
C(=N\Nc1ccccn1)/c1ccc(N2CCOCC2)cc1	-191	10	2	4	19	-99	-45

# Molecules shown so far with a furan ring, fused or not, in the order listed:
SMILES	PAX8 inh HTS	SIRT5 block	CASP6 VEID inh	DENV2 CPE	ARNT TACC3 PPI	EWS-Fli block	LGR2 antag
O=C(C1=C(O)C(=O)N(CCN2CCOCC2)C1c1cccs1)c1cc2ccccc2o1 (configuration not stated)	12	-7	-3	-9	7	-5	-5
Cc1c(C(=O)N2CCc3ccccc3C2)oc2ccc(S(=O)(=O)N3CCCCCC3)cc12	18	-3	0	0	-15	14	32
Cc1cccc(C(CC(=O)NCc2ccco2)c2ccccc2)c1O (configuration not stated)	6	-5	1	-4	-2	7	.
Nc1nnc(CC(=O)N/N=C/c2ccc(-c3ccc(F)cc3)o2)s1	-9	1	-2	-4	.	-16	8
O=C(Nc1cccc(NC(=O)c2cccs2)c1)c1ccc([N+](=O)[O-])o1	101*	-2	10	0	-1	14	18
Cc1cccc(S(=O)Cc2ccc(C(=O)N3CCOCC3)o2)c1 (configuration not stated)	-8	-1	1	-2	2	.	-7
Cc1ccccc1C(=O)NCCNC(=O)c1ccco1	-1	-4	2	-1	-4	5	7
Cc1ccc(C(=O)N/C(=C\c2ccco2)C(=O)N2CCCCC2)cc1	1	0	8	1	6	0	-1
CS(=O)(=O)c1ccc(Cl)c(NC(=O)CCNC(=O)c2ccco2)c1	8	-3	3	-2	-5	4	10
